Screening results (PubChem BioAssay)
EP2 mod: modulators of human EP2 prostaglandin E2 receptor; EP2-expressing cells, cAMP HTRF FRET, PGE2 co-stimulation; AID 940; P43116; 260,000 compounds, 0.83% hits; induction, % at 25 µM;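 active means compounds whose cAMP rise, as percent of the full-agonist control response, exceeds 60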;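 further: rat C6 glioma line stably carrying human EP2 under a CMV promoter; the protocol text gives 20 µM as final concentration; 100% = response of wells given 1 µM PGE2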
Target sequence (P43116 whole entry, looked up): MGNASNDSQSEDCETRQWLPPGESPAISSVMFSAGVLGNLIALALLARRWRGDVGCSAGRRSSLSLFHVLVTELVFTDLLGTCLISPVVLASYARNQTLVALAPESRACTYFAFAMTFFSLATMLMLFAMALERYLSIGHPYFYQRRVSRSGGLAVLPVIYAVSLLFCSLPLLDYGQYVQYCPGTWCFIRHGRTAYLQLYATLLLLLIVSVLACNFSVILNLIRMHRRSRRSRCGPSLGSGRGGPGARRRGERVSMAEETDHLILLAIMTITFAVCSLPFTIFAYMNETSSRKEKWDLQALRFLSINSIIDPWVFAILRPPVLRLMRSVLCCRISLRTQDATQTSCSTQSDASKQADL
The depositor's hits bear a star. This is a subset; rates above refer to the full screens.

molecule,EP2 mod
O=C(Cn1ncc2ccccc2c1=O)N1CC[C@@H](c2ccccc2)[C@H](O)C1,-28
CN1c2ncccc2C(=O)NC12CCN(C(=O)c1cscn1)CC2,-10
CN1[C@@H](C(=O)Nc2cccnc2)C[C@@H](c2ccc(F)cc2)NS1(=O)=O,-37
COc1ccc(S(=O)(=O)N2CCC(O)(c3ccccn3)CC2)cc1,-32
CCn1c2cc(C)oc2c2cnn(CC(=O)N3CC(C)CC(C)C3)c(=O)c21 (centres undefined),-41
CCS(=O)(=O)N1CCC(Cn2nc(-c3cccs3)ccc2=O)CC1,-43
CCn1c(N2CCC(C(=O)NCc3cc(OC)cc(OC)c3)CC2)nc2ccccc21,-50
CN1[C@@H](C(=O)NC2CCCC2)C[C@@H](c2ccco2)NS1(=O)=O,-25
CCOc1ccc(-c2nc(C(N)=O)c3[nH]c(=O)n(C4CCCCC4)c3n2)cc1,-11
O=C(CN1CCC(n2cnc3cccnc32)CC1)Nc1ccc(F)cc1,-3
CCOc1ccc(CC(=O)N2CCC(O)(c3ccccn3)CC2)cc1,-10
CCOc1ccc(C(=O)N2CCC(c3ncncc3-c3cc(C)no3)CC2)o1,-18
CCCn1ncc2c3sc(C)cc3n(Cc3cccc(OC)c3)c2c1=O,52
O=C(c1nccs1)C1CCN(C(=O)c2cc3c(s2)CCC3)CC1,-29
CC(C)[C@@H](Cn1nc(-c2cccs2)ccc1=O)NC(=O)c1cc(-c2ccco2)on1,-8
O=C(c1nc2ccccc2s1)C1CCN(C(=O)c2ccco2)CC1,-56
Cc1cc2c(cc3c(=O)n(CC(=O)OC(C)C)nc(C)n32)s1,-14
CCc1nn(CC(=O)NC2CC2)c(=O)c2cc3ccsc3n12,-10
Cc1cc(C(F)F)n2nc(C(=O)N3CC[C@@H](c4ccccc4)[C@H](O)C3)nc2n1,-41
COc1ccc(CC(=O)N2CCC(c3ccnc4nc(C(F)(F)F)nn34)CC2)cc1,-17
CC(=O)Oc1ccc(CN2CCc3c(nc(N4CC(C)OC(C)C4)[nH]c3=O)C2)cc1 (centres undefined),-9
CCCn1c(=O)[nH]c2c(C(N)=O)nc(-c3cccc(F)c3)nc21,4
Cc1nn(CC(=O)N(Cc2cccnc2)C2CC2)c(=O)c2cc3sccc3n12,-22
CC1CN(c2nc3c(c(=O)[nH]2)CCN(Cc2ccc(N(C)C)cc2)C3)CC(C)O1 (centres undefined),-25
CC[C@H](Cn1nc(-c2cccs2)ccc1=O)NC(=O)C1CCC1,-1
Cc1sc2nc(C3CC3)n3c(=O)n(CC(=O)N4CCCCC4)nc3c2c1C,23
Cc1cccc(CN2CCc3c(nc(N4CCC(C)CC4)[nH]c3=O)C2)n1,-11
O=C(Cn1cnc2ccccc2c1=O)NC1(c2ccc3c(c2)OCO3)CCCC1,-31
CCn1ncc(C(=O)N2C[C@H](C(=O)O)[C@@H](c3ccccc3F)C2)c1C,-11
COC(=O)[C@H]1CN(C(=O)CC2NC(=O)c3ccccc32)C[C@@H]1c1ccc(F)cc1 (some centres undefined),-1
Cc1cc(-c2cncnc2C2CCCN(C(=O)c3cnn(C(C)C)c3)C2)on1 (centres undefined),-19
Oc1ccc(-c2nc3cnccn3c2NCc2ccccc2)c(O)c1,-62
CCN1C(=O)C(c2ccc(F)cc2)C2(CCN(C(=O)C(C)(C)C)CC2)C1=O (centres undefined),-6
CS(=O)(=O)c1cncnc1C1CCCN(C(=O)C2(c3ccc(F)cc3)CCCC2)C1 (centres undefined),26
O=C(N1CCOCC1)N1CCCC(c2ncncc2-c2ccncc2)C1 (centres undefined),-9
O=C(CCN1C(=O)c2ccccc2S1(=O)=O)N1CCCCC1c1nc2ccccc2[nH]1 (centres undefined),-78
Cc1cc2c(cc3c(=O)n(CC(=O)N4CCC(C)CC4)nc(C)n32)s1,-12
CN1[C@@H](C(=O)NCc2cccs2)C[C@@H](c2ccc(F)cc2)NS1(=O)=O,-18
Cc1nn2c(NCc3ccncc3)c3c(nc2c1-c1ccc(F)cc1)CCC3,-41
c1csc(CNc2c(-c3cccs3)nc3cnccn23)c1,-62

4 records drawn at random from those above:
molecule,EP2 mod
CCCn1ncc2c3sc(C)cc3n(Cc3cccc(OC)c3)c2c1=O,52
Cc1nn2c(NCc3ccncc3)c3c(nc2c1-c1ccc(F)cc1)CCC3,-41
CCn1c(N2CCC(C(=O)NCc3cc(OC)cc(OC)c3)CC2)nc2ccccc21,-50
Cc1sc2nc(C3CC3)n3c(=O)n(CC(=O)N4CCCCC4)nc3c2c1C,23

(more compounds)
molecule,EP2 mod
CC[C@H](Cn1nc(-c2cccs2)ccc1=O)NC(=O)Cn1cnc2ccccc2c1=O,-4
Cc1nn(CC(=O)NCCN(C(C)C)C(C)C)c(=O)c2cc3sccc3n12,12
COc1ccc(-c2nc3cnccn3c2NCC2CCCO2)cc1CO (centres undefined),-51
CN(C)C(=O)Cn1nc(-c2cccs2)n(-c2ccncc2)c1=O,37
O=C(c1cccnc1)C1CCN(C(=O)Cc2ccccc2F)CC1,-9
O=C(Cc1ccc(F)cc1)N1CCCC1c1nc2ccccc2[nH]1 (centres undefined),2
Cc1cc(C)n(CC(C)C(=O)N2CCC3(CC2)NC(=O)c2ccccc2O3)n1 (centres undefined),1
COc1ccccc1C1(O)CC2CCC(C1)N2c1cc(C)nc(N)n1 (centres undefined),-28
O=C(C1CC1)N1CCC[C@H]1Cn1nc(-c2ccc3c(c2)OCCO3)ccc1=O,-29
COc1ccc(-c2ccc(=O)n(CC3CCN(C(C)=O)CC3)n2)cc1OC,-13
COc1ccc(-c2ccc(=O)n(C[C@H](C)NC(=O)Cc3n[nH]c(=O)c4ccccc34)n2)cc1,-45
O=C(c1cccnc1)C1CCN(C(=O)C2(c3ccc(Cl)cc3)CC2)CC1,-34
Cc1cccnc1C1(O)CCN(C(=O)Cc2c(F)cccc2Cl)CC1,12
Cc1ncc(-c2ccncc2)c(C2CCCN(C(=O)c3ccc(N(C)C)cc3)C2)n1 (centres undefined),44
COc1ccc(-c2c(C)nn3c(N4CCOCC4)cc(C)nc23)cc1,-7
COc1cccc(Cn2c3cc(C)sc3c3cnn(CC4CC4)c(=O)c32)c1,55
CCn1c2cc(C)oc2c2cnn(CC(=O)c3ccc4c(c3)OCCO4)c(=O)c21,-51
CCCn1ncc(C(=O)N2C[C@H](C(=O)OC)[C@@H](c3ccc(F)cc3)C2)c1C,-29
COc1ccc(OC[C@@H](N)C(C)C)cc1,-37
CCn1c(N2CCC(C(=O)NCc3ccccc3F)CC2)nc2ccccc21,-43
O=C(CCc1ccccc1)N1CCCC(n2nc(-c3cccs3)ccc2=O)C1 (centres undefined),-47
O=C(Cn1ncc2ccccc2c1=O)N1CCC(n2nnc(-c3ccccc3)n2)CC1,-45
Cc1nonc1CC(=O)N1CCCC1c1nc2ccccc2[nH]1 (centres undefined),5
Cc1nn(Cc2cccnc2)c(=O)n2cccc12,23
CC(C)(C)OC(=O)N1CCC[C@H]1C(=O)c1nc2ccccc2s1,19
Cc1cc(-c2cncnc2C2CCN(C(=O)c3sc(C)nc3C)CC2)on1,7
CCn1c(N2CCC(C(=O)NCc3ccc(F)cc3)CC2)nc2ccccc21,-39
Cc1ccc2c(c1)C(=O)CC1(CCN(CC(=O)NCc3ccccc3F)CC1)O2,-86
CCc1nn(CC(=O)N2C(C)CCCC2C)c(=O)c2cc3sc(C)cc3n12 (centres undefined),-7
CCOC(=O)C(C)n1ncc2c3sc(C)cc3n(C)c2c1=O (centres undefined),-22
Cc1cc(=O)n2[nH]c(C)c(-c3ccc(F)cc3)c2n1,-1
Cc1nn(CC(=O)N2CCCC(C)C2)c(=O)c2cc3ccsc3n12 (centres undefined),-8
C=CCn1c(N2CCC(C(=O)Nc3nnc(C(C)C)s3)CC2)nc2ccccc21,13
Cc1nn(CC(=O)NCCCN2CCCCC2C)c(=O)c2cc3sccc3n12 (centres undefined),-1
CCc1nn(CC(=O)N2CCCCC2)c(=O)c2cc3sc(C)cc3n12,-20
COCCn1c(=O)n(CC(=O)Nc2ccc(F)cc2)c2cccnc21,-36
CCn1c(=O)n(CC(=O)NCc2ccc(F)cc2)c2cccnc21,-25
CCc1c(C)nc2c(-c3ccc(OC)cc3)c(C)nn2c1C,10
COc1cccc(CN2CCN(C(=O)c3ccco3)[C@@H](C)C2)c1,-62
CCCc1nn(CC(=O)N2CCC(C)CC2)c(=O)c2cc3ccsc3n12,-14
Cc1nonc1CC(=O)N1CCC(c2nc3sc4c(c3c(=O)[nH]2)CCCC4)CC1,-26
COc1ccc([C@@H]2C[C@H](C(=O)NC(C)C)N(C)S(=O)(=O)N2)cc1OC,-19
CCc1c(C)sc2ncn(C3CCN(C(=O)c4cccs4)CC3)c(=O)c12,-67
O=C(CN1CCC(n2cnc3cccnc32)CC1)Nc1ccccc1F,3
CCn1ncc(C(=O)N2CCC[C@@H](Cn3cc(C(=O)N4CCOCC4)nn3)C2)c1C,7
Cc1ccc2c(c1)cc(C)c1nn(Cc3ccccn3)c(=O)n12,-43
CC(C)(C)NC(=O)Cn1nc2c3ccccc3nc(C3CC3)n2c1=O,9
O=C(Cn1nc2n(Cc3ccccc3F)c3ccccc3n2c1=O)N1CCCC1,1
COC(=O)[C@H]1CN(C(=O)CCn2nc(C)cc2C)C[C@@H]1c1ccc(F)cc1,-3
O=C(c1ccc(Cn2cccn2)o1)N1CCCC(c2ncncc2-c2ccncc2)C1 (centres undefined),-26
O=C(c1ccc2c(c1)OCO2)N1CCC(c2ccc3c(c2)OCO3)CC1,-32
COc1ccc([C@@H]2CN(C(=O)CCc3ccccc3)C[C@H]2C(=O)O)cc1,14
O=C(CN1Cc2ccccc2C1=O)N1CCC(n2nnc(-c3ccccc3)n2)CC1,-23
CCc1c(C)sc2ncn3c(=O)[nH]nc3c12,-3
O=C(CN1CCC(O)(c2cccnc2)CC1)Nc1ccccn1,7
Cc1cc(C(F)F)n2ncc(C(=O)N3CCC(c4ccnc5ncnn45)CC3)c2n1,-2
CCn1c(N2CCC(C(=O)Nc3nnc(C(C)C)s3)CC2)nc2ccccc21,3
COc1ccc(CC(=O)N2CCn3c(nnc3C3CC3)C2)cc1,4
Cc1ncsc1C(=O)N1CCN(Cc2ccco2)C[C@@H]1C(C)C,3
Cc1ncc(-c2ccncc2)c(C2CCCN(C(=O)Cn3ccnc3C)C2)n1 (centres undefined),-1

Look-ups from the list:
Cc1cc(=O)n2[nH]c(C)c(-c3ccc(F)cc3)c2n1 in EP2 mod is entered as -1
COc1ccc([C@@H]2C[C@H](C(=O)NC(C)C)N(C)S(=O)(=O)N2)cc1OC in EP2 mod is entered as -19

Further structures follow.
canonical_smiles	EP2 mod
Cc1cc(NC(=O)[C@H]2C[C@@H](c3ccc(F)cc3)NS(=O)(=O)N2C)no1	21
COc1ccc(CC(=O)N2CCCCC2c2nc3ccccc3[nH]2)cc1OC (centres undefined)	-14
COC(=O)CN1N=C(c2ccc(OC)cc2)Cn2c(cc3sccc32)C1=O	-57
Cc1cc(C(=O)N2CCCC(c3ncncc3-c3ccncc3)C2)c(C)[nH]1 (centres undefined)	-22
CC(C)c1nc2ccccc2c2nn(CC(=O)N3CCCCC3)c(=O)n12	-3
O=C(CN1N=C(c2ccccc2)Cn2c(cc3sccc32)C1=O)N1CCCC1	5
Cc1ccc(CN2CCc3c(nc(N4CC(C)OC(C)C4)[nH]c3=O)C2)cc1 (centres undefined)	-33
CCOc1cc(-c2nc3cnccn3c2NCc2ccco2)ccc1O	-6
CC(C(=O)N1CCC(c2ccc3c(c2)OCO3)CC1)c1ccccc1 (centres undefined)	-21
O=C(c1cccnc1)C1CCN(C(=O)Cc2ccsc2)CC1	3
O=C(CC1CCCC1)NCCn1nc(-c2cccs2)ccc1=O	-26
COc1ccc(-c2c(C)nn3c(NCCCN(C)C)c(C)c(C)nc23)cc1	-83
CC(C)c1cc(C(=O)N[C@H](Cn2nc(-c3cccs3)ccc2=O)C(C)C)on1	11
Cc1ccsc1CN1CCc2c(nc(N3CC(C)OC(C)C3)[nH]c2=O)C1 (centres undefined)	-15
CCc1nn(CC(=O)NCc2cccc(OC)c2)c(=O)c2cc3sccc3n12	6
CCn1c2cc(C)oc2c2cnn(CC(=O)N(C)OC)c(=O)c21	-1
CCCNC(=O)Cn1nc2c3ccc(Cl)cc3ncn2c1=O	-13
O=C1NC2(CCN(C(=O)CSc3ccncc3)CC2)Oc2ccccc21	-35
Cc1cc(NC(=O)[C@@H]2C[C@H](c3cccs3)NS(=O)(=O)N2C)n(-c2ccccc2)n1	0
CN1[C@@H](C(=O)N2CCOCC2)C[C@@H](c2ccc(F)cc2)NS1(=O)=O	-2
CCn1c(=O)n(CC(=O)N2C(C)CCCC2C)c2cccnc21 (centres undefined)	-24
COc1ccc(OC)c(CC(=O)N2CCC(c3nc(C)ncc3-c3ccncc3)CC2)c1	-67
Cc1nc2c(-c3ccc(F)cc3)c(C)nn2c(NCc2ccncc2)c1C	-26
COc1ccc(OC)c2[nH]c(C(=O)N3CCC(O)(c4ccccn4)CC3)cc12	-82
Cc1ccc2occ(CN3CCc4c(nc(N5CCCC(C)C5)[nH]c4=O)C3)c(=O)c2c1 (centres undefined)	-32
O=C(C1CC1)N1CCC[C@H]1Cn1nc(-c2ccc3c(c2)OCO3)ccc1=O	-12
CCN(CC)C(=O)Cn1nc2c3c4c(sc3ncn2c1=O)CC(C)CC4 (centres undefined)	2

Another view of part of the listing above.
> COc1ccc(-c2c(C)nn3c(NCCCN(C)C)c(C)c(C)nc23)cc1
  EP2 mod: -83
> CC(C)c1cc(C(=O)N[C@H](Cn2nc(-c3cccs3)ccc2=O)C(C)C)on1
  EP2 mod: 11
> Cc1ccsc1CN1CCc2c(nc(N3CC(C)OC(C)C3)[nH]c2=O)C1 (centres undefined)
  EP2 mod: -15
> CCc1nn(CC(=O)NCc2cccc(OC)c2)c(=O)c2cc3sccc3n12
  EP2 mod: 6
